High-throughput results (PubChem BioAssay)
MrgX1 antagonist – antagonists of human MrgX1 receptor, primary screen, HEK293 cells, Fluo-4 calcium flux; BAM8-22 antagonism; active compounds read low; AID 588676, 2011; 310,000 tested, 1.3% active; B-score at 10 µM;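 active = calcium-response B-score plate-corrected more than 3 library SD below zero, starting fluorescence within 5 deviations, no agonist response on first addition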;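 note: peak minus trough fluorescence over baseline after final BAM8-22 challenge near maximal dose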
SKKanGAS inh – S. pyogenes SKKanGAS growth inhibitors in kanamycin, primary screen, streptokinase expression inhibitor project, SKKanGAS strain, BacTiter-Glo luminescence. 6 h. inhibition, % at 7.5 µM. 300,000 tested, 1.3% active. AID 1662, 2009;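 active = mean replicate score, as percent of positive control median, at least 50; inconclusive = mean below 50 but one replicate at or above 50; inactive = mean and every replicate below 50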;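 note: strain carries kanamycin resistance gene driven by streptokinase promoter and grows in 40 µg/ml kanamycin; loss of luminescence reflects streptokinase promoter inhibition or plain growth inhibition; 0% = median of DMSO wells and 100% = positive control at its reference dose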
TMEM16A act – TMEM16A chloride channel activators or potentiators, primary screen, cell-based, HTS | Anoctamin-1 (Mus musculus), Q8BHY3 | HEK293 TMEM16A/YFP-H148Q/I152L, iodide quench fluorescence; active compounds read low | B-score at 10 µM | 340,000 tested, 0.3% active | AID 623877, 2012;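 active = fluorescence-ratio B-score plate-corrected deviation score at least 3 library SD below zero, with starting fluorescence score within 5 deviations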;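 note: channel opened by trigger with iodide after compound preincubation; score built on the fluorescence ratio of max minus min over baseline; more negative score means more quench and so TMEM16A activation or potentiation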
Target sequence (Q8BHY3 whole entry, looked up): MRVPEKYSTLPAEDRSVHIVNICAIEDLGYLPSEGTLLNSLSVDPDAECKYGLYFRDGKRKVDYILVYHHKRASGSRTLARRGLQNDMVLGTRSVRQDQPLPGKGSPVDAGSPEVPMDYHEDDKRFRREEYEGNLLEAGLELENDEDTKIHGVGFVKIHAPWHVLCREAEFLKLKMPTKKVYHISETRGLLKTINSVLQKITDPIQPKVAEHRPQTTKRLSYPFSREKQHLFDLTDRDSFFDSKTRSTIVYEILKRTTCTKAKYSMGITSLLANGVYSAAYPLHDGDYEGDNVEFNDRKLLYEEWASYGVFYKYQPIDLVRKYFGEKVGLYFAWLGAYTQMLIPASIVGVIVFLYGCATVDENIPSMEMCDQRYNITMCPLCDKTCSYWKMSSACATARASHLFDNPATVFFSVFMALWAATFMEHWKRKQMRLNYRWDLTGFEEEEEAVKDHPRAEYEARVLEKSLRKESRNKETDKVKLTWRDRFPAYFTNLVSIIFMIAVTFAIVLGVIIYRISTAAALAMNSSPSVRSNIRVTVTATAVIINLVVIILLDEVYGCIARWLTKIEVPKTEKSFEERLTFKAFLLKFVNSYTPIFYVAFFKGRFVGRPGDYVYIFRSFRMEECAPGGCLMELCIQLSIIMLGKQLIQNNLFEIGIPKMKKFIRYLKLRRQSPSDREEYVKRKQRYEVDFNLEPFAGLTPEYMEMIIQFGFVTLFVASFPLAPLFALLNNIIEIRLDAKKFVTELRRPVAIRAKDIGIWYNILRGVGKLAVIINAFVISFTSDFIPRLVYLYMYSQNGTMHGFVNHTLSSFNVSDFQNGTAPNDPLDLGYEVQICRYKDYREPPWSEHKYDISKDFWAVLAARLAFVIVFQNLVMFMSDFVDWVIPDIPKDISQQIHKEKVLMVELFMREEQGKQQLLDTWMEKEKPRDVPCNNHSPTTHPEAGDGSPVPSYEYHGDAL
RGS4 pot – RGS4 potentiators or activators, primary screen, cell-based, HEK293 M3R inducible RGS4, calcium flux | B-score at 10 µM | 310,000 tested, 0.92% active | carbachol calcium flux Fluo4; active compounds read low | AID 463111, 2010;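 active = B-score of the integrated calcium signal more than 4 SD below the library mean, with starting fluorescence not abnormally high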;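 note: negative B-score means reduced calcium response which marks RGS4 activation or potentiation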
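Detection: kinetic calcium fluorescence imaging with Fluo4-AM dye, 2 µM / Material: HEK293 cells with stable M3R and inducible RGS4 / Schedule: recording 10 s baseline at 1 Hz, 100 s post-agonist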
TRPC6 act – mouse TRPC6 channel activators, primary screen, cell-based, HEK293, membrane potential dye; Short transient receptor potential channel 6 (Mus musculus), Q61143; HEK293-TRPC6 membrane potential dye fluorescence; active compounds read high; B-score at 10 µM; 310,000 tested, 0.13% active; AID 2550, 2010;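 active = B-score of the integrated fluorescence ratio above library mean plus 3 SD, and starting fluorescence ratio within library mean plus 5 SD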;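 note: higher score means more depolarization so channel activation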
MrgX1 agonist – agonists of human MrgX1 receptor, primary screen, HEK293 cells, Fluo-4 calcium flux; Mas-related G-protein coupled receptor member X1 (Homo sapiens), Q96LB2; Fluo-4 calcium fluorescence, agonist mode; active compounds read high; B-score at 10 µM; 310,000 tested, 0.44% active;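 active = calcium response B-score plate-corrected fluorescence ratio at least 3 library SD, with starting fluorescence B-score inside 5 SD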
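Material: MrgX1-expressing HEK293 cells / Dosing: compound as first of three additions / Incubation: overnight seeding, then 1 h dark dye loading / Signal: Fluo-4 NW calcium fluorescence / Evaluation: B-scored fluorescence response ratio / Benchmarks: positive and negative control wells on each plate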
MrgX1 allo act – positive allosteric modulators of MrgX1, primary screen, HEK293 cells, Fluo-4 calcium flux; FDSS; active compounds read high; B-score at 10 µM; 310,000 tested, 0.63% active; AID 588675, 2011;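 active = plate-corrected calcium response at least 3 library SD above typical, normal starting fluorescence, not activating the receptor alone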;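 note: compound read alongside a low EC10 to EC30 dose of BAM8-22 agonist; peak minus trough fluorescence over baseline measured at the second addition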
RGS4 inh – RGS4 inhibitors, primary screen, cell-based, HEK293 M3R inducible RGS4, calcium flux; B-score at 10 µM; Regulator of G-protein signaling 4 (Homo sapiens), P49798; Fluo-4 calcium flux; active compounds read high; triggered by carbachol at its EC20; 310,000 tested, 0.45% active;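 active = B-score, a plate-corrected calcium signal, over three deviations above library mean, with baseline fluorescence within five deviations of library mean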;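 note: RGS4 expression induced by doxycycline in cells with stable M3 receptor; B-score is computed from the integrated fluorescence ratio over baseline after carbachol; higher B-score means a larger calcium signal and so more RGS4 inhibition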
HDAC3 inhib – HDAC3 deacetylase inhibitors, primary screen, biochemical, fluorescence, cell-free homogeneous. Histone deacetylase 3 (Homo sapiens), O15379. recombinant HDAC3, fluorogenic peptide/trypsin coupled. inhibition, % at 8.3 µM. 320,000 tested, 0.15% active; in the data active = inhibition above about 26%, passing the limit was not always enough; inconclusive = no clear call, values can overlap the other calls
TRPC6 inh – mouse TRPC6 channel inhibitors, primary screen, cell-based, HEK293, membrane potential dye; 310,000 tested, 1.1% active; ACh-evoked depolarization; active compounds read low; Short transient receptor potential channel 6 (Mus musculus), Q61143; B-score at 10 µM;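 active = B-score under library mean minus 3 SD, initial fluorescence not abnormally high, positive integrated signal ratio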;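 note: B-score derived from integrated fluorescence ratio over the kinetic read; more negative B-score means stronger inhibition of depolarization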
ANO1 block – TMEM16A chloride channel inhibitors, primary screen, cell-based, HTS | HEK293 TMEM16A/YFP iodide influx fluorescence, ionomycin | 310,000 tested, 1.2% active | normalized B-score (activity score, 25-100; higher = stronger inhibition) at 10 µM | AID 588511, 2011;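 active = ratio plate-corrected score three or more library SD toward inhibition, starting fluorescence score within five deviations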;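 note: score derived from kinetic fluorescence span divided by baseline fluorescence per well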
* = called active by the depositor; i = inactive; ? = inconclusive; . = not tested or not shown.

SMILES | MrgX1 antagonist | SKKanGAS inh | TMEM16A act | RGS4 pot | TRPC6 act | MrgX1 agonist | MrgX1 allo act | RGS4 inh | HDAC3 inhib | TRPC6 inh | ANO1 block
C=CCSC1=C(C#N)C(c2ccc(OCC)cc2)CC(=O)N1 (stereo not drawn) | i | -4 | i | i | i | i | i | i | 0 | i | 100*
Cc1nc(NC(=O)CSc2nc(N)cc(N)n2)sc1C | i | 0 | i | i | i | i | i | i | -12 | i | i
Cc1cc(C)c(S(=O)(=O)NCC(c2ccc3c(c2)OCO3)N2CCOCC2)c(C)c1 (stereo not drawn) | i | 8 | i | i | i | i | i | i | . | i | i
O=C1c2ccccc2C2NC(=O)C3(CCCCC3)N12 (stereo not drawn) | i | 12 | i | i | i | i | i | i | -6 | i | i
Cc1c(C)n(CC(O)CNCCO)c2ccccc12 (stereo not drawn) | i | 2 | i | i | i | i | i | i | 1 | i | i
COC(=O)c1cc(OC)c(OC)cc1NC(=O)CSc1ccc(C)cc1 | i | -6 | i | i | i | i | i | i | 8 | i | i
CC(NC(=O)c1ccc2c(=O)n3c(nc2c1)CCC3)c1ccc(S(N)(=O)=O)cc1 (stereo not drawn) | i | 0 | i | i | i | i | i | i | -6 | i | i
Cc1ccccc1Nc1nc2ccccc2s1 | i | 15 | i | i | i | i | i | i | 3 | i | i
CCOc1ccccc1N(CC(=O)NC1CCCCC1)S(=O)(=O)c1ccccc1 | i | 1 | i | i | i | i | i | i | ? | i | i
Cc1cc(C)c(NC(=O)CSc2nc3[nH]ncc3c(=O)[nH]2)c(C)c1 | i | 2 | i | i | i | i | i | i | -1 | i | i
CCc1ccc(N/C(SC)=C(/C#N)C(N)=O)cc1 | i | -4 | i | i | i | i | i | i | 2 | i | i
Cc1ccc(N(C(C)C(=O)Nc2c(C)n(C)n(-c3ccccc3)c2=O)S(C)(=O)=O)cc1C (stereo not drawn) | i | -7 | i | i | i | i | i | i | -2 | i | i
Cc1cccc(N2CC3=C(C2=O)C(c2ccccc2)NC(=O)N3C)c1 (stereo not drawn) | i | -9 | i | i | i | i | i | i | -1 | i | i
COc1cccc(NC(=O)c2cc([N+](=O)[O-])ccc2NCc2cccnc2)c1 | i | 2 | i | i | i | i | i | i | 6 | i | i
O=C(O)c1ccc(-c2nnc(-c3cccc(Br)c3)o2)cc1 | i | -2 | i | i | i | i | i | i | 2 | i | i
O=C(O)CSc1nnc(CNc2ccc(Cl)cc2)n1Cc1ccccc1 | i | 8 | i | i | i | i | i | i | -2 | i | i
O=C(OCCNC(=O)c1cc2ccccc2oc1=O)c1cccnc1 | i | -7 | i | i | i | i | i | i | -2 | i | i
O=C(Nc1ccccc1C(=O)O)c1ccc(Br)c(S(=O)(=O)NCc2ccccc2)c1 | i | 21 | i | i | i | i | i | i | 1 | i | i
COc1ccc(C2N=C(N)N=C(N)N2c2ccccc2OC)cc1OC (stereo not drawn) | i | -2 | i | i | i | i | i | i | -1 | i | i
CCOC(=O)c1cc2c(=O)n3ccccc3nc2n(CCCOC)c1=NC(=O)c1ccncc1 | i | 14 | i | i | i | i | i | i | -46 | i | i
CC1=C(C)CC(C(=O)NC2CCCC2)C(C(=O)O)C1 (stereo not drawn) | . | -5 | i | i | i | . | . | i | . | i | .
Cc1ccc(N(CC(=O)NC(C)c2ccccc2)S(=O)(=O)c2c(C)noc2C)cc1 (stereo not drawn) | i | 2 | i | i | i | i | i | i | 0 | i | i
CS(=O)(=O)Nc1ccccc1NS(C)(=O)=O | i | -1 | i | i | i | i | i | i | 2 | i | i
COc1ccc(Cl)cc1-c1nc(SCC(=O)N(C)C)n[nH]1 | i | 0 | i | i | i | i | i | i | -1 | i | i
CCn1c(C)nc2cc(C(=O)NNC(=S)Nc3ccc(F)cc3)ccc21 | i | 0 | i | i | i | i | i | i | ? | i | i
CCOC(=O)CC(=O)CSc1nc2c(cc1C#N)CCCCCC2 | i | 8 | i | i | i | i | i | i | -6 | i | i
COc1ccccc1N1CCN(C(=O)CSc2ccc3c(C)cc(C)nc3n2)CC1 | i | 11 | i | i | i | i | i | i | -1 | i | i
CCC(C(=O)NCc1ccco1)N(C(=O)CNS(=O)(=O)c1ccccc1)c1ccccc1C (stereo not drawn) | i | 4 | i | i | i | i | i | i | 1 | i | i
COc1ccc(C(C(=O)NC2CCCC2)N(C(=O)CNC(=O)c2ccco2)c2cccnc2)cc1 (stereo not drawn) | i | 1 | i | i | i | i | i | i | -4 | i | i
Cc1cccc(N2CC(C(=O)Nc3nnc(SCC(=O)Nc4cc(C)on4)s3)CC2=O)c1 (stereo not drawn) | i | 3 | i | i | i | i | i | i | . | i | i
CCOc1ccc(C(=O)NCc2ccncc2)cc1OCC | i | 7 | i | i | i | i | i | i | -1 | i | i
O=C1[C@H]2CC3C=CC2(O3)[C@@H]2OCCCN12 (stereo partly drawn) | i | 6 | i | i | i | i | i | i | -6 | i | i
COc1ccc(Cl)cc1NC(=O)CCN1C(=O)C2C3CCC(C3)C2C1=O (stereo not drawn) | i | 8 | i | i | i | i | i | i | 11 | i | i
COc1ccc(-c2nnc(SCC(=O)NC(=O)NCc3ccccc3)o2)cc1 | i | 0 | i | i | i | i | i | i | 2 | i | i
CCOC(=O)c1[nH]c2ccc(OC)cc2c1NC(=O)CCN1CCSCC1 | i | -1 | i | i | i | i | i | i | -28 | i | i
N#Cc1cc2c(nc1SCC1COc3ccccc3O1)CCC2 (stereo not drawn) | i | 10 | i | i | i | i | i | i | -2 | i | i
O=C(CCN1C(=O)CSC1=O)Nc1ccccc1 | i | 5 | i | i | i | i | i | i | 5 | i | i
O=C(c1ccco1)N1CCC(c2nc(-c3ccccc3Cl)no2)CC1 | i | -6 | i | i | i | i | i | i | 0 | i | i
CCOc1ccc2[nH]c3c(NCCc4ccc(OC)c(OC)c4)ncnc3c2c1 | i | 32 | i | i | i | i | i | i | -11 | i | i
COC(C(=O)Nc1ccnn1C1CCN(Cc2ccc(Cl)s2)CC1)c1ccccc1 (stereo not drawn) | i | -7 | i | i | i | i | i | i | -1 | i | i
O=C(Cc1ccc(S(=O)(=O)N2CCOCC2)s1)Nc1ccccc1N1CCOCC1 | i | -7 | i | i | i | i | i | i | -4 | i | i
Cc1ccnc(NS(=O)(=O)c2ccc(NC(=O)c3ccc(S(=O)(=O)N4CCCC4)cc3)cc2)n1 | i | -4 | i | i | i | i | i | i | 2 | i | i
O=C(COc1ccccc1)NCC(=O)N/N=C/c1cc(Br)ccc1OCc1ccccc1 | i | . | i | i | i | i | i | i | -9 | i | i
CC(C)(O)C#Cc1ccc(CN2CCN(Cc3ccccc3)C(CCO)C2)s1 (stereo not drawn) | i | 9 | i | i | i | i | i | i | -3 | i | i
O=C(O)c1ccc(N/N=C/c2cn(-c3ccccc3)nc2-c2cccs2)cc1 | i | . | i | i | i | i | i | i | 0 | i | i
Cc1ccc2c(c1)NC(=O)C(CC(=O)NCCCN1CCCC1)O2 (stereo not drawn) | i | -3 | i | i | i | i | i | i | -4 | i | i
O=C(CN1C(=O)c2ccccc2C1=O)N1CCOCC1 | i | -7 | i | i | i | i | i | i | -13 | i | i
COc1ccc(NC(=O)COC(=O)[C@@H](NC(=O)c2c(F)cccc2F)C(C)C)cc1 | i | -15 | i | i | i | i | i | i | 0 | i | i
Cc1noc(/C=C/N(C)C)c1S(=O)(=O)N1CCCC(C(=O)N2CCCCC2)C1 (stereo not drawn) | i | 2 | i | i | i | i | i | i | 0 | i | i
COc1cc(/C=C2\C(=N)N3N=C(S(C)(=O)=O)SC3=NC2=O)ccc1OCCOc1ccc(C)cc1 | i | 33 | i | -7.2* | i | i | i | i | 1 | i | 25*

Continued.
SMILES | MrgX1 antagonist | SKKanGAS inh | TMEM16A act | RGS4 pot | TRPC6 act | MrgX1 agonist | MrgX1 allo act | RGS4 inh | HDAC3 inhib | TRPC6 inh | ANO1 block
Cc1ccc(NS(=O)(=O)c2cccc(C(=O)NCCCN3CCOCC3)c2)cc1 | i | 0 | i | i | i | i | i | i | 5 | i | i
Cc1ccsc1-c1nc(-c2ccccc2)c(-c2ccccc2)[nH]1 | i | 3 | i | i | i | i | i | i | -4 | i | i
CCn1c(CCC(=O)Nc2cc(F)ccc2C)nc2cc(S(=O)(=O)N(C)C)ccc21 | i | -6 | i | i | i | i | i | i | -2 | i | i
COc1ccc(CNC(=O)C(CCSC)NS(=O)(=O)c2ccccc2F)cc1 (stereo not drawn) | i | -18 | i | i | i | i | i | i | -1 | i | i
CSc1nc2nc(-c3cccc(C(F)(F)F)c3)ccn2n1 | i | -1 | i | i | i | i | i | i | -6 | i | i
O=C(CSc1ccccc1)Nc1nnc(C2CC2)s1 | i | -6 | i | i | i | i | i | i | 4 | i | i
O=C(CNC(=O)c1ccc(S(=O)(=O)N2CCCC2)cc1)N/N=C/c1ccc(Cl)cc1 | i | 4 | i | i | i | i | i | i | 1 | i | i
O=C(Cn1cccc1)N1CCN(C(c2ccccc2)c2ccccc2)CC1 | i | -4 | i | i | i | i | i | i | 3 | i | i
COc1cc(C(Nc2ccc(S(=O)(=O)NCC3CCCO3)cc2)C(=O)NC(C)(C)C)cc(OC)c1OC (stereo not drawn) | i | 3 | i | i | i | i | i | i | 3 | i | i
Cc1coc2cc3oc(=O)c4c(c3cc12)CCC4 | i | 3 | . | i | i | i | i | i | -9 | i | i
Cc1ccc(S(=O)(=O)CCc2nnc(NC(=O)COc3cccc(C)c3)s2)cc1 | i | 6 | i | i | i | i | i | i | 0 | i | i
